Source: PubChem BioAssay
RAD54 branch = RAD54 (human) branch migration inhibition; Q92698; RAD54 Holliday junction branch migration, FAM/BHQ fluorescence; inhibition, % at 10.4 µM; actives 0.14% (n = 360,000); AID 602329;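 active = mean normalized replicate activity at least 40 and at least half of replicates scoring 40 or more; inconclusive = only one of the two criteria met; inactive = mean below 40 and under half of replicates reaching 40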;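 also: 0% = median of neutral control wells and 100% = median of positive control wells; inhibitors cause a drop in the FAM fluorescence signal; in these data hits start at about 50%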
miR-122 sensor = blocks miR-122 activity in Huh7 sensor cells; Huh7 miR-122 Renilla luciferase sensor, 48 h; neutral wells = 0, positive control = 100; activation (reporter increase), % at 12.5 µM; actives 0.3% (n = 340,000); AID 602342;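 active = mean replicate activation score at least 90 and every replicate individually at or above 90; inconclusive = only one of the two criteria met; inactive = neither criterion met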;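 also: higher luciferase means less miR-122 activity so hits act as miR-122 inhibitors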
Cneo AK release = Cryptococcus neoformans lysis via adenylate kinase release; C. neoformans lysis, adenylate kinase release luminescence, 4 h; normalised: neutral wells 0, clomiphene wells 100; actives 0.2% (n = 360,000); lysis activity, % at 15 µM;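 active = mean lysis activity across replicates of at least 80%, whatever share of replicates individually reach that level; inactive = mean lysis activity below 80%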
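read-out = cell lysis signal | test system = log-phase Cryptococcus neoformans yeast cells | input = cells at 5 × 10^6 per mL | medium = fresh YPD growth medium | signal = luminescent adenylate kinase detection reagent | timing = 4 h at 37 °C static, read 1 h later | dosing = single dose | controls = Clomiphene as positive lysis control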
PGC1a acetyl inh = lowers PGC1a acetylation signal in U2OS cells. AID 651687. actives 0.17% (n = 350,000). inhibition, % at 15.6 µM. AlphaScreen anti-acetyl-lysine; with virally co-expressed GCN5 acetyltransferase;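 active = every replicate shows inhibition of at least 40%; inconclusive = mean inhibition at least 40% but some replicate below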;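 also: 0% = neutral control wells and 100% = positive control wells; some results beyond the cut were filed as inactive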
RAD52 inh = blocks human RAD52 DNA annealing. P43351. recombinant RAD52 DNA annealing, FRET fluorescence. inhibition, % at 18.7 µM. actives 0.46% (n = 360,000). AID 651710;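 active = every replicate showing at least 50% inhibition; inconclusive = mean inhibition at least 50% but not in every replicate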
E-selectin induc = E-selectin induction on HUVECs; P16581; HUVEC E-selectin immunofluorescence imaging; normalized: neutral wells 0, TNF-alpha wells 100; activation, % at 7.58 µM; actives 0.37% (n = 260,000);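 active = mean E-selectin-positive cell signal at least 10% of the positive control, reached in at least 60% of replicates, without over 20% cell loss; inconclusive = no rule given, readout overlaps actives, possibly toxicity-flagged; inactive = the rest, including those meeting only one limit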;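 also: in these data hits start at about 27%; measured in HUVEC primary endothelial cells; signal is the percent of cells scored E-selectin positive by PE staining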
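System: HUVEC, human umbilical vein endothelial cells; quantity: 3,000 cells/well; buffer or medium: EGM-2 medium, gelatin-coated wells; dosing: single-point compound dose; detection: immunofluorescence imaging; evaluation: % PE-positive cells; benchmarks: TNF-alpha, DMSO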
ERAP1 HTS inh = ERAP1 (human) enzyme inhibition; inhibition, % at 10.7 µM; AID 652197; Q9NZ08; actives 0.15% (n = 340,000); recombinant ERAP1, Leu-AMC fluorescence, 60 min;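 active = mean replicate inhibition of at least 30%, or all replicates individually reaching that 30% level; inactive = mean below 30% and not every replicate reaching it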;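 also: 0% = neutral control wells and 100% = L-leucinethiol positive control wells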
Target sequence (Q9NZ08 whole entry, looked up): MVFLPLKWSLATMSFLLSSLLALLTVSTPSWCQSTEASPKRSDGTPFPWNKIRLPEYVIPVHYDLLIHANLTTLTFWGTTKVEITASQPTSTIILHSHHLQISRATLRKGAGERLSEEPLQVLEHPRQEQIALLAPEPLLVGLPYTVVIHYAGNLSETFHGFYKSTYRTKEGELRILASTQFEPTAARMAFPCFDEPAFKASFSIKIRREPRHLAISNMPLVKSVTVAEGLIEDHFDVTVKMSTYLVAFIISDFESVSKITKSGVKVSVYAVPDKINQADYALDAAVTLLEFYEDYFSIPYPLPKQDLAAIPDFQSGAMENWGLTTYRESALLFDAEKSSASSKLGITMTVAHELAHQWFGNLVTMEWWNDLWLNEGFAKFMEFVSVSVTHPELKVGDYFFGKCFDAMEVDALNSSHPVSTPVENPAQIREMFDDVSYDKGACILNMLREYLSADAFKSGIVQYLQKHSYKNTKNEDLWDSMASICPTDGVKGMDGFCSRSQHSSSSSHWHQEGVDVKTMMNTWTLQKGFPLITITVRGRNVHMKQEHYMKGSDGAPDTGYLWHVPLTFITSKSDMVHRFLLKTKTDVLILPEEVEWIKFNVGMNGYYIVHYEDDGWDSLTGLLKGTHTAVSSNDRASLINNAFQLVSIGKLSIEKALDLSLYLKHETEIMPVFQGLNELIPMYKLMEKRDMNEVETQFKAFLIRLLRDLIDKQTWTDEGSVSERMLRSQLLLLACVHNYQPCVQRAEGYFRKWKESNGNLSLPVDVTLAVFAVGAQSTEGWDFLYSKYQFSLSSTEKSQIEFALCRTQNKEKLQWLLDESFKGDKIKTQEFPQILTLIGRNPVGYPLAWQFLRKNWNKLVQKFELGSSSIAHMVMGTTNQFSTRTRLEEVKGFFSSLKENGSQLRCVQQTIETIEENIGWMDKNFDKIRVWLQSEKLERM
PglD inh = blocks C. jejuni PglD acetyltransferase activity. AID 602405. purified PglD enzyme, DTNB colorimetric CoA detection. actives 0.098% (n = 360,000). inhibition, % at 12.5 µM; in the data active = inhibition above about 16%, passing the limit was not always enough; inconclusive = no clear call, values can overlap the other calls; also: strong numbers were not always called active
Starred values were filed as active, the others as inactive; ? = inconclusive; / = no result given; & = joins results of further samples; [ ] = remark or other dose.

SMILES	RAD54 branch	miR-122 sensor	Cneo AK release	PGC1a acetyl inh	RAD52 inh	E-selectin induc	ERAP1 HTS inh	PglD inh
CCC(=O)Nc1ccc2c(c1)C(=O)N(C)C[C@@H](OC)[C@H](C)CN(Cc1cccc(F)c1)[C@H](C)CO2	5	/	56	10	-25	1.8	0	16
O=C1C(Cc2ccc(O)cc2)NC(=S)N1c1ccccc1 (stereo not given)	-11	-2	-5	-5	/	/	/	3
COc1ccc(CC(=O)N2CCCC(C)C2)cc1 (stereo not given)	4	1	0	-8	/	/	/	9
O=C(CSc1ccc(Cl)cc1)N1CCN(c2ccc(Cl)cc2[N+](=O)[O-])CC1	/	-4	/	0	-13	/	4	/
O=C(c1cnc(N2CCN(c3ncccn3)CC2)c2ccccc12)N1CCN(c2ncccn2)CC1	-7	-2	-1	-2	/	/	/	6
CN(C)c1nc(OCCNC(=O)COc2ccccc2Cl)nc(N(C)C)n1	3	1	2	-5	/	/	/	-1
c1cc(-c2ccc(C3[C@H]4CNC[C@@H]3N4CC3CCOCC3)cc2)ccn1 (stereo not given in full)	/	/	/	8	-14	0.0	-4	/
CCCNC(=O)N1C[C@@H]2[C@H](c3ccccc31)[C@H](CO)N2C(=O)Nc1ccccc1	-3	12[16.7 µM]	0	0	-11	0.3	-2	0
Cc1ccc(S(=O)(=O)N(C)C[C@@H]2Oc3ncc(-c4ccccc4)cc3C(=O)N([C@H](C)CO)C[C@@H]2C)cc1	-5&5	14&13[16.7 µM]	1&46	-19&-18	10&18	0.1	1&1	-2&2
Cc1ccc(CCNC(=O)c2sc3nc4n(c(=O)c3c2C)CCC4)cc1	-12	-4	-3	/	-7	/	-1	4
Clc1ccc(-c2c[nH]c3ccccc23)nn1	0	3	-17	10	-5	3.9	-3	-1
COC(=O)/C(=C(/F)Sc1cc(C)c(O)c(C)c1)C(F)(F)F	4	1	1	-14	/	/	/	0
CCOc1ccccc1CNC(=O)CCC(=O)N1Cc2ccccc2Oc2ncccc21	8	0	1	-4	-8	/	-2	-5
C/C=C/c1ccc([C@@H]2[C@@H](CO)N(C(=O)CC)[C@H]2CNC(=O)C2CC2)cc1	1	12[16.7 µM]	-1	3	-50	0.0	-2	-1
O=C(CSc1n[nH]c(-c2cccnc2)n1)Nc1ccc(Cl)cc1	-6	/	0	/	-16	0.1	-7	-5
CCNc1nc(NC(C)(C)C)nc(Oc2ccc(=O)n(-c3ccccc3)n2)n1	/	-4	/	6	-9	43*	1	/
O=C(c1ccc(F)cc1)N1CC(=O)N2[C@@H](CO)[C@@H](c3ccc(C#CC4CCCC4)cc3)[C@@H]2C1	/	/	/	-11	-20	-0.6	2	/
O=C1CCCN1CC(=O)N1CCCC(N2CCN(c3cccc(Cl)c3)CC2)C1 (stereo not given)	0	2	1	/	-4	0.0	-3	0
CC(C(=O)NCc1cccs1)N1C(=O)c2ccccc2C1=O (stereo not given)	-4	/	4	/	-12	/	4	4
Cc1ccc(NC(=O)OC(C)CNC(=O)Oc2cccc(C)c2)cc1 (stereo not given)	4	/	-3	/	-19	6.7	1	-1
COCC(=O)N(C)C[C@H]1Oc2ncc(C#Cc3ccc(OC)cc3)cc2C(=O)N([C@@H](C)CO)C[C@@H]1C	5	-4[16.7 µM]	-2	-9	-4	-0.2	-4	-1
CCN(CC)CC#CCC1(O)c2ccccc2-c2ccccc21	0	7	0	1	-8	/	-3	4
COc1ccc(-c2nc3nc(C)c(Cc4ccccc4)c(=O)n3[nH]2)cc1	6	-3	2	-4	/	/	/	5
Cc1cccc(NCc2ccccc2)c1	4	1	0	-5	0	/	-3	2
C=C(C)C(=O)N1CCN(C(=O)C(=C)C)c2ccccc21	9	3	-2	7	11	-0.1	1	4

Three compounds from above, ordered by length of the SMILES, ascending.
SMILES	RAD54 branch	miR-122 sensor	Cneo AK release	PGC1a acetyl inh	RAD52 inh	E-selectin induc	ERAP1 HTS inh	PglD inh
COC(=O)/C(=C(/F)Sc1cc(C)c(O)c(C)c1)C(F)(F)F	4	1	1	-14	/	/	/	0
COc1ccc(-c2nc3nc(C)c(Cc4ccccc4)c(=O)n3[nH]2)cc1	6	-3	2	-4	/	/	/	5
C/C=C/c1ccc([C@@H]2[C@@H](CO)N(C(=O)CC)[C@H]2CNC(=O)C2CC2)cc1	1	12[16.7 µM]	-1	3	-50	0.0	-2	-1

Following part
SMILES	RAD54 branch	miR-122 sensor	Cneo AK release	PGC1a acetyl inh	RAD52 inh	E-selectin induc	ERAP1 HTS inh	PglD inh
COc1ccccc1N1CCN(/N=C/c2ccc(O)cc2O)CC1	-5	-2	-2	9	1	0.1	-4	3
Cc1ccc(S(=O)(=O)NCCC(=O)N2CCN(Cc3ccccc3)CC2)cc1	-2	5	-1	10	/	/	/	-6
COc1ccc(NC(=O)N[C@H]2CC[C@@H](CCNS(=O)(=O)c3cccc(Cl)c3)O[C@@H]2CO)cc1	1	/	-2	-6	-2	1.2	1	-2
CC1(C(=O)NNC(=O)c2cccc([N+](=O)[O-])c2)CC1(Br)Br (stereo not given)	-9	9	-1	-11	0	/	1	-1
CC(=O)Nc1cccc2c1C(=O)N(c1ccc(C)cc1)C2=O	-1	8	0	14	/	/	/	-3
Cc1cc(OCC(=O)NC2CCN(C)CC2)ccc1[N+](=O)[O-]	-5	-3	2	-3	-17	0.7	1	0
O=C(C1CCCN1S(=O)(=O)c1cccc2cccnc12)N1CCN(c2ccccc2)CC1 (stereo not given)	-1	-2	-1	-10	-23	/	0	1
CC(C)c1cn(CC[C@@H]2CC[C@H](NC(=O)C3CCCC3)[C@@H](CO)O2)nn1	-10	-5[16.7 µM]	2	6	-9	-0.3	0	-1
C[C@@H]1CN([C@H](C)CO)C(=O)Cc2cc(NS(=O)(=O)c3ccc(F)cc3)ccc2O[C@@H]1CN(C)S(=O)(=O)c1ccccc1	4	4[16.7 µM]	0	-6	11	0.0	-1	1
O=C(Nc1ccc(F)cc1)c1cc2ccccc2o1	-6	8	-10	5	-12	/	0	5
COc1ccc2oc(C(=O)Nc3ccccc3N3CCOCC3)c(C)c2c1	-1	-2	0	10	-19	/	3	-6
C[C@H](CO)N1C[C@H](C)[C@H](CN(C)Cc2ccc(-c3ccccc3)cc2)Oc2c(NS(=O)(=O)c3cn(C)cn3)cccc2C1=O	-3	21[16.7 µM]	3	2	-6	-0.1	3	-2
C[C@@H]1CN([C@H](C)CO)C(=O)c2cc(NC(=O)Nc3cccc4ccccc34)ccc2O[C@@H]1CN(C)C	8	-2[16.7 µM]	1	-2	12	?	3	0
CC(C)CN1C(=O)C(=O)N(CC(=O)Nc2cc(Cl)ccc2Oc2ccccc2)C1=O	/	/	/	-2	-16	-0.5	-1	/
O=C(NCc1ccncc1)c1ccc(-c2ccc(F)c(F)c2)c2ccoc12	1	-9	0	33	-5	-0.5	2	2
O=C(Nc1ccccc1N1CCOCC1)c1csc2c1CCCC2	-5	-3	5	4	-7	/	-5	-5
CCNC(=O)C1CCCN(C(=O)c2ccccc2F)CC1 (stereo not given)	7	-3	-1	8	-4	0.1	-2	-2
COc1ccc(-c2noc(CNS(=O)(=O)c3ccc(NC(C)=O)cc3)n2)cc1	-6	5	-2	4	-8	0.4	2	2
O=C(OCCCCOC(=O)c1ccccc1)c1ccccc1	3	-3	0	/	-10	/	-2	-3
CCN(CC(=O)NCc1ccc(Cl)cc1)C(=O)Cc1ccc(OC)cc1	5	/	0	/	-7	/	-3	8
Cn1nccc1C(=O)N1CCOCC1	-10	-2	-1	-5	3	-0.2	1	7
O=C(NC1CCCC1)N1CC(=O)N2[C@@H](CO)[C@H](c3ccc(-c4ccc(F)cc4)cc3)[C@@H]2C1	/	/	/	1	2	0.6	3	/
Cn1ccc2c(/C=C/c3ccc(F)cc3)cc3c(c21)C1CCC3C1 (stereo not given)	2	-4	0	14	-13	-1.4	0	-2
C[C@@H]1CN([C@H](C)CO)S(=O)(=O)c2ccc(C#Cc3ccccn3)cc2O[C@@H]1CN(C)C(=O)C1CC1	-9	-2[16.7 µM]	1	-7	-17	-0.8	1	6
Cc1noc(C)c1S(=O)(=O)N(C)C[C@H]1OCCCC[C@@H](C)Oc2ccc(NC(=O)Nc3ccc4c(c3)OCO4)cc2C(=O)N([C@H](C)CO)C[C@@H]1C	-5	-1[16.7 µM]	-11	9	/	0.0	/	3

Random excerpt: 2 compounds from above.
SMILES	RAD54 branch	miR-122 sensor	Cneo AK release	PGC1a acetyl inh	RAD52 inh	E-selectin induc	ERAP1 HTS inh	PglD inh
C[C@@H]1CN([C@H](C)CO)S(=O)(=O)c2ccc(C#Cc3ccccn3)cc2O[C@@H]1CN(C)C(=O)C1CC1	-9	-2[16.7 µM]	1	-7	-17	-0.8	1	6
C=C(C)C(=O)N1CCN(C(=O)C(=C)C)c2ccccc21	9	3	-2	7	11	-0.1	1	4

(continued)
SMILES	RAD54 branch	miR-122 sensor	Cneo AK release	PGC1a acetyl inh	RAD52 inh	E-selectin induc	ERAP1 HTS inh	PglD inh
O=C(COC(=O)COc1ccccc1)Nc1ccc(Br)cc1F	2	3	2	2	-3	-0.2	1	3
CCC(C)c1ccccc1NC(=O)COC(=O)c1ccc(C)c(NC(=O)c2ccco2)c1 (stereo not given)	-4	2	-1	-5	/	/	/	-9
Cc1ccc(S(=O)(=O)N2[C@@H](c3ccc(Br)cc3)C(C(=O)O)=CC[C@H]2c2cccs2)cc1	3	2	4	3	-20	/	0	-1
CCOC(=O)C1=CCC(c2cccs2)N(S(=O)(=O)c2ccc(C)cc2)C1 (stereo not given)	6	15	-2	-41	-4	0.5	-5	0
COc1ccc(S(=O)(=O)N(C)C[C@@H]2OCCCC[C@@H](C)Oc3ccc(NS(=O)(=O)c4ccc(Cl)cc4)cc3C(=O)N([C@@H](C)CO)C[C@@H]2C)cc1	/	/	/	14	-8	0.0	0	/
COc1cccc(C2CC(c3ccc(Cl)cc3)n3nc(N)nc3N2)c1 (stereo not given)	6	-3	1	/	-3	0.0	/	26*
CCc1nnc(NC(=O)CSc2nnc(CSc3nc(C)cc(C)n3)n2C)s1	-7	-6	-2	2	/	/	/	4
Cc1ccc(S(=O)(=O)N2[C@@H](c3ccc(Cl)cc3)C(C(=O)O)=CC[C@H]2c2ccc(Cl)cc2)cc1	2	-2	-1	11	-1	0.0	-1	6
CCc1nnc(NC(=O)CSc2nccn2-c2cccc(C)c2C)s1	-2	/	0	/	6	-0.1	1	2
COc1cccc(OC)c1NC(=O)NC(=O)c1c(OC)c(Br)cc([N+](=O)[O-])c1OC	-15	7	1	-20	-4	0.4	-1	1
O=C(CSc1nccc(=O)[nH]1)c1ccccc1Br	-7	2	2	-13	-16	/	3	6
C[C@@H]1CN([C@H](C)CO)C(=O)c2ccccc2-c2ccccc2CO[C@H]1CN(C)S(=O)(=O)c1cccc(C#N)c1	4	/	95*	0	9	-0.2	0	1
COc1ccc(COc2cc(-c3cccc(OC)c3)nc3ccc(NC(=O)C(C)C)cc23)cc1	-3	3	-4	/	-15	/	0	2
Cc1ccccc1NC(=O)c1cccc2nc3ccccc3nc12	-2	-11	-1	1	/	/	/	-4
CC(C)(C)c1cc(N2CCOCC2)n2ncc(-c3ccccc3)c2n1	2	-6	0	-4	-2	0.1	32*	2
COCc1cc(=O)n2[nH]c(C)c(-c3ccccc3)c2n1	1	-8	-2	-9	-13	-0.1	-2	5
CCOC(=O)C1CCN(C2=NC(=O)/C(=C/c3ccc(O)cc3)S2)CC1	-7	-3	-6	?	-17	-0.2	5	0
